RmlCD inh mix = RmlC/RmlD inhibition, mixture screen | RmlC/RmlD coupled enzyme inhibition, 384-well mixture HTS | inhibition, % at 5.5 µM | 110,000 tested, 0.39% active | AID 1532; in the data active means inhibition above about 30%, passing the limit was not always enough; further: strong numbers were not always called active
HIV RNase H inh = inhibitors of HIV-1 reverse transcriptase RNase H; P04585; RT-RNase H RNA/DNA duplex cleavage, fluorescence; inhibition, % at 10 µM; 65,000 tested, 1.9% active; AID 565; in the data active means inhibition above about 50%
* = called active by the depositor; / = not tested or not shown. A portion of the library; the hit share may differ from the screen's.

SMILES	RmlCD inh mix	HIV RNase H inh
O=c1cc2[nH]c3ccccc3c(=O)n2nc1-c1ccccc1	-5	/
CCS(=O)(=O)NCCc1csc(C)n1	-12	-7
Cc1cc(NC(=O)COC(=O)c2c(C)nn(-c3ccccc3)c2C)no1	8	-4
O=C(N/N=C1/CCCc2ccccc21)C(c1ccccc1)c1ccccc1	7	/
CCCc1cc(C(=O)N/N=C/c2ccc(C)o2)c2ccccc2n1	8	/
CCOC(=O)c1ccc2ncc(C(=O)OCC)c(NCCCN3CCOCC3)c2c1	-9	-27
CSc1nc(N)c2c3c(sc2n1)COC(C(C)C)C3 (configuration not stated)	4	/
CCCN1CCN(CCCNC(=O)Cn2nc(-c3ccccc3)ccc2=O)CC1	-2	-4
Cc1ccc(Cn2nnc3c(=O)n(CC(=O)NCC4CCCO4)cnc32)cc1 (configuration not stated)	-6	-4
COc1ccc(OCCSc2nc3ccccc3c(=O)[nH]2)cc1	3	-28
COc1ccc(C(=O)NCC(=O)NC2=NCCS2)cc1	22	2
COc1cccc(-c2nnc3n2N=C(c2cccc(Br)c2)CS3)c1	-3	54*
COc1ccc(Cl)cc1S(=O)(=O)N1CCN(CC(=O)C(C)(C)C)CC1	-9	-6
COc1ccc(-c2cc(C(F)(F)F)nc(-n3cc(Cl)cn3)n2)cc1	-4	/
CCOC(=O)c1ccccc1NC(=O)C(C)Oc1ccccc1 (configuration not stated)	-2	-76
CC(C)c1c(O)nc(SCc2ccccc2)[nH]c1=O	8	3
COc1ccc(S(=O)(=O)N2Cc3ccccc3CC2C(=O)Nc2ccc3c(c2)OCO3)cc1 (configuration not stated)	-11	/
Cc1nn(-c2ccccc2)c2c1C(c1cccs1)C(C#N)=C(N)O2 (configuration not stated)	7	/
O=C(Nc1ccncc1)c1cccs1	43	-7
CCCC1=[N+](CC)CCn2c(C)ccc21	-4	2
COc1ccc(NS(=O)(=O)c2ccc3c(c2)n(C)c(=O)n3C)cc1	-15	/
Cc1ccc(C(=O)NN2CCOCC2)cc1	4	/
Cc1cc(C)cc(N(CC(=O)NC2CCC(C)CC2)S(=O)(=O)c2c(C)noc2C)c1 (configuration not stated)	-7	6
O=C(Nc1ccccc1)c1ccc(F)cc1F	-10	/
O=c1cc(N2CCCC2)[nH]c(=O)n1-c1ccc(Cl)cc1	-5	0
C=CCN=C(NC#N)SCC(=O)NC(C)(C)C	8	-3
O=C(O)C(Oc1ccc2c3c(c(=O)oc2c1)CCC3)c1ccccc1 (configuration not stated)	-2	5
CCOC(=O)C1=C(CSc2nc(-c3ccccc3)ccc2C#N)OC(N)=C(C#N)C1c1ccc(OC)cc1 (configuration not stated)	13	/
O=C(/C=C\NCC(=O)c1ccccc1)c1ccccc1	8	/
OC(CCN1CCCCC1)(c1ccccc1)C1CCCCC1 (configuration not stated)	6	0

For convenience, part of the list above.
SMILES	RmlCD inh mix	HIV RNase H inh
COc1ccc(NS(=O)(=O)c2ccc3c(c2)n(C)c(=O)n3C)cc1	-15	/
Cc1ccc(C(=O)NN2CCOCC2)cc1	4	/

Other structures.
SMILES	RmlCD inh mix	HIV RNase H inh
CCN(CCCNC(=O)C1CCN(S(=O)(=O)c2cccc3nonc23)CC1)Cc1ccccc1	-4	-4
CC1(C)C(C(=O)NCc2ccco2)C1(C)C	-13	-3
O=C(CNc1ccc(C(F)(F)F)cc1[N+](=O)[O-])OCC(=O)c1ccccc1	-13	/
Cc1ccc2nc(-c3ccccc3Cl)cc(C(=O)Nc3cc(C)on3)c2c1	-9	-3
O=S(=O)(c1ccc(Cl)cc1)n1ccc2cccnc21	12	/
Cc1ccc(C(=O)N2CCN(C)CC2)cc1S(=O)(=O)N1CCCCC1	10	-6
O=C(O)CCC(=O)N(Cc1cccs1)Cc1cccs1	6	4
CCN1CCN(Cc2ccc(OC)c(OCc3ccccc3)c2)CC1	10	-4
COc1ccc(NC(=O)N2CCC(O)(c3cccnc3)CC2)c(OC)c1	-7	-22
Cc1ccc2nc(C)c(C)nc2c1N	-8	-16
O=C1c2ccccc2C(=O)N1CCCc1nc(-c2ccc(Cl)cc2)no1	-12	-9
COc1cc(/C=C/c2ccc(O)cc2)cc(OC)c1	6	/
CSc1oc(-c2ccc(F)cc2)nc1S(=O)(=O)c1ccccc1	4	/
COc1ccccc1N1CCN(C(=O)c2cc(-c3cccs3)on2)CC1	-2	0
O=C(CSC1=NCCS1)N1CCN(c2ccccc2)CC1	1	/

Full records from above:
CSc1oc(-c2ccc(F)cc2)nc1S(=O)(=O)c1ccccc1 across the screens: RmlCD inh mix = 4; HIV RNase H inh = /
O=C(CNc1ccc(C(F)(F)F)cc1[N+](=O)[O-])OCC(=O)c1ccccc1 across the screens: RmlCD inh mix = -13; HIV RNase H inh = /
Cc1ccc2nc(C)c(C)nc2c1N across the screens: RmlCD inh mix = -8; HIV RNase H inh = -16

Returning to the listing, starting 2 compounds before the break.
SMILES	RmlCD inh mix	HIV RNase H inh
COc1ccccc1N1CCN(C(=O)c2cc(-c3cccs3)on2)CC1	-2	0
O=C(CSC1=NCCS1)N1CCN(c2ccccc2)CC1	1	/
CCOC(=O)c1[nH]c2ccccc2c1NC(C)=O	6	-12
O=Cc1cc2ccccc2nc1SCc1ccc(Cl)c(Cl)c1	14	/
COc1ccc(N2CCN(/C(=N\S(=O)(=O)c3ccc(C)cc3)Nc3nc(C)cc(C)n3)CC2)cc1	2	/
COc1ccc(CN2CC(C(=O)NCCCN3CCCCCC3)CC2=O)cc1 (configuration not stated)	-11	-4
CCn1c(N)c(C(N)=O)sc1=S	5	70*
CCOC(=O)Cn1c(=O)cnc2ccccc21	-13	/
Cn1c(SCC(=O)CC(=O)Nc2ccccc2)nnc1-c1ccc(O)cc1	-9	/
O=C(Nc1ccc(Cl)cc1)N1CCCN(Cc2ccccc2F)C1	-10	/
CC(O)(C#CCN1CCCC1)c1ccccc1 (configuration not stated)	-8	-7
CCN(CC)S(=O)(=O)c1ccc(C(=O)NCCCN=C2NS(=O)(=O)c3ccccc32)cc1	-13	/
Cc1cc2cc(CNC(=S)Nc3ccc(OC(F)F)cc3)ccc2[nH]1	-14	/
COC(=O)NC1CSCC1OC(=O)c1ccc(Br)cc1 (configuration not stated)	81	-5
COc1ccc(NC(=O)O/N=C2/CCCc3ccc(OC)cc32)cc1	-11	/
COc1ccc2c(c1)-c1c(ssc1=S)C(C)(C)N2C(=O)CSC1=NCCS1	9	/
COC(=O)C1=C(C(=O)c2ccccc2)C(c2cccs2)n2nnnc2N1 (configuration not stated)	11	-1
Cc1ccc2[nH]c(C)c(CN(C)C3CCN(C)CC3)c(=O)c2c1	/	12
O=C(Nc1ccc2c(c1)OCCO2)c1ccc(Cl)c(S(=O)(=O)N2CCOCC2)c1	-6	-6
O=C(COC(=O)c1cnccn1)c1ccc(Br)cc1	-12	-3
CS(=O)(=O)N(Cc1ccc(C(=O)Nc2ccccc2Sc2ccccc2)cc1)c1ccccc1	-7	/
Cc1nnc(NCCO)c2ccccc12	-10	/
O=S(=O)(c1cccc(-c2csc(-c3cccnc3)n2)c1)N1CCCCC1	-8	-11
COc1ccc(OC)c(C2C(C(C)=O)=C(O)C(=O)N2c2ccc(F)cc2)c1 (configuration not stated)	-8	1
CCOc1ccc2cc(S(=O)(=O)N3CCOCC3)ccc2c1	-16	5
CCn1nnc(-c2ccccc2NC(=O)c2cc(OC)c(OC)c(OC)c2)n1	8	6
CCOC(=O)C1C2C=CC3(CN(Cc4ccco4)C(=O)C13)O2 (configuration not stated)	3	0
CC(=O)c1c(C)[nH]c(C(=O)Nc2c(C)n(C)n(-c3ccccc3)c2=O)c1C	-7	-1
O=C1Nc2ccccc2/C1=C\c1cccn1-c1ccc(OC(F)(F)F)cc1	11	/
C[C@@H]1C(=O)O[C@@H]2CC34[C@H]5C[C@@H](C(C)(C)C)C36[C@H](OC(=O)[C@@H]6O)OC4(C(=O)O5)[C@@]12O (some centres not stated)	9	/
Cc1ccc(C(=O)NCCCN2CCOCC2)o1	8	/
COc1cc2c(cc1OC)-c1nncn1C(C)(C)C2	-11	-19
CC(=O)C1=C(O)C(=O)N(c2cccc(C(=O)O)c2)C1c1ccccc1F (configuration not stated)	/	-11
CCC(=O)c1ccc(O)c(OC)c1	-8	/
Cc1cccc(OCC(=O)NCC(=O)n2nc(C)cc2C)c1	-18	0
COC(=O)C(O)(CC(=O)Nc1ccccc1OC)C(F)(F)F (configuration not stated)	-15	/
O=C(Nc1cccc(F)c1)c1ccc(S(=O)(=O)N2CCOCC2)cc1	-3	-13
COc1ccccc1NC(=S)N1CCC(NC(=O)NC23CC4CC(CC(C4)C2)C3)CC1	6	/
C/C(CCC12CC3CC(CC(C3)C1)C2)=N\NC(N)=S	-11	/
CC(C)(C)c1cc(C(=O)NCc2cccnc2)ccn1	-9	3
Cc1ccc(C(=O)N/C(=C\c2cccs2)C(=O)NCCc2c[nH]c3ccccc23)cc1C	4	/
CCCCCCSc1cc(C)nc2ncnn12	8	-25
CCOC(=O)c1cccc(C(=O)Oc2ccccc2)n1	9	/
COc1ccc(NC(=O)CSc2ncn[nH]2)c([N+](=O)[O-])c1	-13	/
CC(=O)Nc1cc(NC(C)=O)cc(C(=O)NC(C)(C)C)c1	-5	0
COC(=O)c1cc(=O)[nH]c(SCc2cccc(C)c2)n1	/	-10
Cn1c(=O)cc(SCC(=O)N2CCN(C3CCCCC3)CC2)c2ccccc21	/	-17
N#CC1=C(N)N2C(=C(C#N)C1c1ccccc1)Sc1ccccc12 (configuration not stated)	-8	2
O=C(N/C(=C\c1ccc(Br)cc1)c1nc2ccccc2[nH]1)c1ccco1	0	/
O=C(C(Cc1ccccc1)n1cccc1)N1CCc2ccccc21 (configuration not stated)	-10	-30
COc1ccc(C2/C(=C(/O)c3ccc(Cl)cc3)C(=O)C(=O)N2CCN2CCOCC2)c(OC)c1 (configuration not stated)	/	-1
O=C(CSc1ccc2nnc(-c3ccc(Cl)cc3)n2n1)N1CCN(c2ccccc2)CC1	/	60*
CCN1CCN(C(=O)CN(C)S(=O)(=O)c2ccc(Cl)cc2)CC1	-8	/
Cc1ccc(CNc2ccc3c(c2)OCO3)cc1	0	12
Cc1ccc(Cn2ccc(-c3cnc(-c4ccccc4)s3)n2)cc1	-61	/
O=C(c1cccs1)c1cn(CC(=O)N2CCc3ccccc3C2)c2ccccc12	-7	-15
CCc1cc(=O)oc2c(C)c(OS(C)(=O)=O)ccc12	7	/
O=C1C2C3C=CC(C3)C2C(=O)N1CCCCN1C(=O)C2C3C=CC(C3)C2C1=O (configuration not stated)	9	5
COC(=O)C1=C(C)OC(N)=C(C#N)C1c1ccco1 (configuration not stated)	-2	/
Cc1ccc2nc3c(cc(C(=O)NCCCn4ccnc4)n3C)c(=O)n2c1	62*	-3
CCOC(=O)c1cnn(-c2cc(Oc3ccccc3C)ncn2)c1N	7	/
CCOC(=O)NC(O)C(=O)c1cccs1 (configuration not stated)	-24	5

Individual results from the list:
Cc1ccc(C(=O)NN2CCOCC2)cc1 in RmlCD inh mix → 4
O=c1cc(N2CCCC2)[nH]c(=O)n1-c1ccc(Cl)cc1 in HIV RNase H inh → 0
O=C(Nc1ccc(Cl)cc1)N1CCCN(Cc2ccccc2F)C1 in RmlCD inh mix → -10
COc1ccc(NC(=O)O/N=C2/CCCc3ccc(OC)cc32)cc1 in RmlCD inh mix → -11
Cc1ccc2nc3c(cc(C(=O)NCCCn4ccnc4)n3C)c(=O)n2c1 in RmlCD inh mix → 62*

Next part.
SMILES	RmlCD inh mix	HIV RNase H inh
COc1ccc(-n2c(SCC(=O)NCc3ccco3)nc3c([nH]c4ccccc43)c2=O)cc1	-11	/
CCCNC(=O)C1CC(c2cccc(F)c2)=NO1 (configuration not stated)	-9	/
N#CCCn1c(SCC(=O)NCCc2ccc(F)cc2)nc2ccccc21	7	-14
OC(COc1ccc2ccccc2c1Br)Cn1cnc(-c2ccccc2)c1 (configuration not stated)	3	/
CSC1=N/C(=C\c2ccc3c(c2)OCO3)C(=O)S1	-29	/
CCOC(=O)C(C)Sc1nc2c(c(=O)[nH]c(=O)n2C)n1Cc1ccc(Cl)cc1 (configuration not stated)	-8	71*
CCC(=O)Nc1ccc2c(c1)nc1n2CCSC1	-6	7
COc1ccccc1NC(=O)CSc1nnc(-c2ccncc2)n1CC1CCCO1 (configuration not stated)	3	-6
Cc1ccc(NC(=O)CCn2c(=O)oc3ccccc32)c(C)c1	12	-5
O=C(Nc1cccnc1)c1ccc(S(=O)(=O)N2CCCCCC2)cc1	6	/
Cc1ccc(C(=O)NC2CCN(C(=O)NC3CCCCC3)CC2)cc1	-8	/
CNCCc1ccc(O)c(O)c1	7	/
O=C(Nc1ccc(F)cc1)C(c1ccccc1)N1CCN(C(=O)c2ccco2)CC1 (configuration not stated)	25	/
Cc1cc(-c2c(C)[nH]n(-c3ccc(Cl)cc3)c2=O)n(-c2ccc(Cl)cc2)n1	-96	/
O=S(=O)(CCc1nnc(-c2ccc(Br)cc2)o1)c1ccc(Cl)cc1	-15	/
CCCCn1nc(C(=O)N2CCc3ccccc32)c2ccccc2c1=O	-14	-41
N#Cc1c(N)nc(N2CCCC2)c(C#N)c1-c1ccc(Cl)cc1	4	-10
